# Screens: PubChem, NCI
# NCI-60 one-dose screen, 48 h, at 10 µM unless noted. Numbers give growth in % (100 = growth as untreated, 0 = no growth, -100 = all killed).
# T-47D: T-47D breast cancer; 79,000 tested, 5% active
# MDA-MB-468: MDA-MB-468 breast cancer | AID 2202374 | 78,000 tested, 8.5% active
# MDA-MB-231: MDA-MB-231 breast cancer; 81,000 tested, 5% active; AID 1794789
# MALME-3M: MALME-3M melanoma | 78,000 tested, 5.8% active
# HS 578T: HS 578T breast cancer | 78,000 tested, 4.1% active
# LOX IMVI: LOX IMVI melanoma | 79,000 tested, 7.4% active | AID 1794757
# MCF7: MCF7 breast cancer; 82,000 tested, 6.3% active; AID 1794796
# BT-549: BT-549 breast cancer. 78,000 tested, 4.4% active. AID 1794793
# The depositor's hits bear a star; nt = not tested or not shown; & = joins results of further samples. How the source made its calls: active means growth percent below 10; inactive means the rest. No enrichment for hits; any-hit rate near 12%.
# Preview (2 entries):
SMILES,T-47D,MDA-MB-468,MDA-MB-231,MALME-3M,HS 578T,LOX IMVI,MCF7,BT-549
COc1ccc(-c2nc(SCC(C)C)nc(N3CCCCC3)c2C#N)cc1,76,100,97,116,107,100,93,102
CCCCCCCCCCCCCCCCNC(=O)Nc1ccc(C)c(NC(=O)NCCCCCCCCCCCCCCCC)c1,104,101,90,90,95,109,101,104

# The list itself (from the top)
SMILES,T-47D,MDA-MB-468,MDA-MB-231,MALME-3M,HS 578T,LOX IMVI,MCF7,BT-549
COc1ccc(-c2nc(SCC(C)C)nc(N3CCCCC3)c2C#N)cc1,76,100,97,116,107,100,93,102
CCCCCCCCCCCCCCCCNC(=O)Nc1ccc(C)c(NC(=O)NCCCCCCCCCCCCCCCC)c1,104,101,90,90,95,109,101,104
C=C1CC[C@@H]2[C@](C)(COC(C)=O)[C@H](OC(C)=O)CC[C@@]2(C)[C@@H]1CC(Sc1ccccc1)C1=CCOC1=O (stereo partly specified),7.9*,-61*,7.4*,17,54,-84*,2.1*,-23*
CC1=CC(O)=C(C#N)C(C)(C)C1(C#N)C(=O)O (stereo unspecified),108,97,109,115,nt,116,104,108
CC(C)C(=O)Nc1ccc(/C=C2/C=Cc3ccccc32)cc1,85,68,110,99,107,97,95,87
CC(C)C(=O)Oc1ccc(/C=C/c2cc(OC(=O)C(C)C)cc(OC(=O)C(C)C)c2)cc1,98,93,82,81,92,79,87,83
CC12CC[C@@H]3[C@]4(C)COC(c5c(F)cccc5F)O[C@@H]4CC[C@@]3(C)[C@@H]1CC(C1=CCOC1=O)O2 (stereo partly specified),55,52,36,60,81,73,58,48
CN(C)CCCNc1c2ccccc2nc2c1oc1ccc(Cl)cc12,64,5.1*,-32*,31,48,-87*,-26*,58
COc1cc(C2=NN(C=O)C(c3sc(N(C)Cc4ccccc4)nc3Cl)C2)cc(OC)c1OC (stereo unspecified),80,95,88,101,90,89,91,90
CC(C)(C)c1ccc(S(=O)(=O)Nc2cc(Sc3nc4ccccc4s3)c(O)c3ccccc23)cc1,73,70,77,92,118,77,84,102
NC1=NC(/C=C/c2ccccc2)n2c(nc3ccccc32)N1 (stereo unspecified),98,88,102,98,89,99,86,nt
CCOc1ccc2nc(NC(=O)CSc3nnc4n3S(=O)(=O)c3ccccc3N4c3ccccc3)sc2c1,102,nt,98,184,96,105,95,106
CCOC(=O)c1c2c(c(C)n1Cc1ccccc1)-c1nn(C)cc1CC2,78,nt,80,114,nt,91,91,101
N#C/C(=C\c1ccco1)c1ccc([N+](=O)[O-])cc1,99,117,118,117,105,104,81,111
Nc1ccc([N+](=O)[O-])cc1N=C/C=C/c1ccccc1,66,46,48,138,67,49,51,55
O=C1CCCc2nc3ccccc3c(/C=C/c3ccc(F)cc3)c21,82,100,78,131,102,96,72,98
CCOC(=O)c1cc(=O)c2c(OC)ccc(OC)c2[nH]1,134,115,119,128,nt,102,107,117
CCN(C(=O)CN1CCN(c2cc3c(cc2F)c(=O)c(C(=O)O)cn3C2CC2)CC1)c1nc(-c2ccc(C)cc2)cs1,91,105,97,106,110,98,94,96
C(=C\c1n(Cc2ccc3ccccc3c2)c(-c2ccccc2)c(-c2ccccc2)[n+]1Cc1ccc2ccccc2c1)/c1ccccc1,-75*,-71*,-95*,-87*,-43*,-96*,-64*,-83*
O=S(=O)(CC(O)C(Cl)(Cl)Cl)N(Cc1ccccc1)Cc1ccccc1 (stereo unspecified),94,96,101,98,108,104,88,nt
C[C@H]1[C@]2(C)CCc3cc4[nH]c5ccccc5c4cc3[C@]2(CCCO)C(=O)O[C@@]1(C)O,91,97,88,95,95,100,92,114
FC(F)(F)c1nn(-c2ccccc2)c2c1-c1ccccc1CS2,100,95,97,nt,96,96,116,108
COc1cnc2c(c1)C(=O)c1c-2n(CCCn2ccnc2)c(=O)c2cc(OC)c(OC)cc12,-61*,-26*,-0.7*,-51*,57,-52*,-62*,-0.2*
Fc1ccc2nc(-c3nc(-c4ccccc4)n4ccccc34)[nH]c2c1,-0.9*,-68*,-3.5*,-58*,-5.1*,15,-13*,nt
COc1ccc(C(=O)n2nc(-c3ccccc3)nc2N)cc1,90,96,99,97,98,92,80,102
COc1ccc(C(=O)N/N=C/c2ccc(F)c(Br)c2)cc1,98,86,100,116,105,99,101,96
CC(C)CSc1nc(-c2ccc(F)cc2)c(C#N)c(N2CCOCC2)n1,84,100,96,120,97,91,93,95
O=C1OC(=O)C2(Br)C3C=CC(C3)C12 (stereo unspecified),128,100,110,107,nt,98,90,118
Cn1c(=O)c2[nH]c(N/N=C/c3ccc(F)cc3)nc2n(C)c1=O,113&94,115&100,111&109,103&117,127&129,109&119,96&91,96&113
CC(Cc1ccccc1)N=C(N)N (stereo unspecified),79,74,100,93,99,93,95,98
Cn1ccc2cc(Nc3ccccc3)ccc21,108,99,96,115,122,98,105,102
CCOC(=O)c1nn(-c2ccccc2)c(=O)c2c(N)c(C#N)c(-c3ccccc3)cc12,100,105,101,99,98,100,96,117
O=[N+]([O-])c1ccc(F)cc1F,118,107,106,nt,107,98,86,116
O=S(=O)(NCCNc1nccc(-c2c(-c3ccc(F)cc3)nc3sccn23)n1)c1ccc2ccccc2c1,62,76,98,81,111,71,38,92
O=C1CCC(=O)N1c1ccc(Cl)cc1,102,106,105,110,108,94,93,89
COc1ccc(C2c3[nH]c4ccccc4c3C(c3ccc(OC)c(OC)c3)c3c2[nH]c2ccccc32)cc1OC (stereo unspecified),88,112,86,106,91,84,88,93

# One compound at a time (already shown). Order of screens: T-47D, MDA-MB-468, MDA-MB-231, MALME-3M, HS 578T, LOX IMVI, MCF7, BT-549
# Record of COc1ccc(C(=O)n2nc(-c3ccccc3)nc2N)cc1 : 90, 96, 99, 97, 98, 92, 80, 102
# Record of CC(C)CSc1nc(-c2ccc(F)cc2)c(C#N)c(N2CCOCC2)n1 : 84, 100, 96, 120, 97, 91, 93, 95
# Record of Cn1c(=O)c2[nH]c(N/N=C/c3ccc(F)cc3)nc2n(C)c1=O : 113&94, 115&100, 111&109, 103&117, 127&129, 109&119, 96&91, 96&113
# Record of Cn1ccc2cc(Nc3ccccc3)ccc21 : 108, 99, 96, 115, 122, 98, 105, 102
# Record of COc1cnc2c(c1)C(=O)c1c-2n(CCCn2ccnc2)c(=O)c2cc(OC)c(OC)cc12 : -61*, -26*, -0.7*, -51*, 57, -52*, -62*, -0.2*

# Further records.
SMILES,T-47D,MDA-MB-468,MDA-MB-231,MALME-3M,HS 578T,LOX IMVI,MCF7,BT-549
C=C1C(=O)O[C@H]2[C@H]1CC/C(COC(=O)c1ccccc1)=C\CC[C@@]1(C)O[C@@H]21,-19*,-29*,-37*,-65*,44,-89*,-31*,-14*
C=CCNC(=S)Nc1cccc([N+](=O)[O-])c1,89,85,108,102,98,105,96,97
COc1cc(C2CC(c3c(C)[n+]([O-])c4ccccc4[n+]3[O-])=NN2)cc(OC)c1OC (stereo unspecified),95,nt,104,112,103,98,92,104
Cc1cc(C)nc(NC(=O)Nc2ccccc2)c1,96,103,107,113,112,106,92,105
Cc1cc(O)c2c(c1)C1OC(=O)CCCN1C1=C2C(=O)c2cccc(OC3CC(O)C(O)C(C)O3)c2C1=O (stereo unspecified),111,95,46,43,93,71,92,86
NS(=O)(=O)c1ccc(-n2cc(CC=O)nn2)cc1,102,102,103,108,104,99,94,111
Cn1c(=O)c2[nH]c(Cl)nc2n(C)c1=O,105,114,117,108,nt,102,95,nt
CC(=O)OCC(=O)[C@@]1(OC(C)=O)[C@@H](C)CC2C3C[C@H](F)C4=CC(=O)C=C[C@]4(C)[C@@]3(F)[C@@H](O)C[C@@]21C (stereo partly specified),90,87,67,93,nt,87,85,58
COc1ccc(Nc2[nH]n3c(=O)cc(C)nc3c2C(=O)Nc2ccc(C)cc2)c(OC)c1,74,64,97,104,91,85,93,83
Cc1ccc2[nH]c(=O)c(/C=N/Nc3nc(-c4ccccc4)cs3)c(O)c2c1,99,112,91,106,116,91,94,86
CC(/C=C/c1ccc(Br)cc1)=N\OCC(=O)O,95,103,112,102,111,97,101,110
COc1ccc(OC)c([C@H]2c3[nH]c4ccccc4c3C[C@H]3C(=O)N(CCCCCCC(=O)NO)CC(=O)N23)c1,65,75,82,62,94,15,72,107

# A different layout for some results above:
# Values run as follows: T-47D | MDA-MB-468 | MDA-MB-231 | MALME-3M | HS 578T | LOX IMVI | MCF7 | BT-549
- NS(=O)(=O)c1ccc(-n2cc(CC=O)nn2)cc1
→ 102 | 102 | 103 | 108 | 104 | 99 | 94 | 111
- C=C1C(=O)O[C@H]2[C@H]1CC/C(COC(=O)c1ccccc1)=C\CC[C@@]1(C)O[C@@H]21
→ -19* | -29* | -37* | -65* | 44 | -89* | -31* | -14*

# Next part
SMILES,T-47D,MDA-MB-468,MDA-MB-231,MALME-3M,HS 578T,LOX IMVI,MCF7,BT-549
CC(=O)Nc1cc(C)ccc1O,89,104,110,95,103,101,91,95
COCCCNc1nc2ccccc2c2c(=O)c3cc(Cl)ccc3sc12,56,57,76,102,112,83,27,95
O=C1NC2(CCCCC2)OC12CCCCC2,111,122,114,165,nt,102,103,110
OC(CNC1CCCCC1)Cn1c2ccccc2c2ccccc21 (stereo unspecified),94,86,105,83,104,97,92,103
c1cc(OCCN2CCOCC2)ccc1CNc1ccc2nc(CCC3CCCCC3)[nH]c2c1,32,58,55,55,62,54,64,66
O=C(CN1CCN(c2cc(=O)[nH]c3ccc(F)cc23)CC1)Nc1ccc(F)cc1,63,83,92,nt,98,93,79,82
CC(C)c1ccc2occ(C=C3C(=O)N(C)C(=O)N(C)C3=O)c(=O)c2c1,109,108,105,90,103,112,95,120
C=COC(=O)c1ccccc1C(=O)OCCCC,98,104,110,105,98,94,101,112
O=C1C(c2cccc3ccccc23)=C(c2c[nH]c3ccccc23)C(=O)N1O,68,95,70,91,102,61,84,89
C#CCn1c2c(c3ccccc31)C[C@]1(C)[C@H]3CC[C@@H]4[C@@H]5C(=CCC[C@H]5C(=C)C)CC[C@@]4(C)[C@]3(C)CC[C@H]1C2(C)C,106,117,101,110,94,nt,96,100
COc1cc(Nc2ncccc2C(=O)NCc2cn(Cc3cccc(Oc4ccccc4)c3)nn2)cc(OC)c1,50,19,26,56,49,44,18,44
CC(C(=O)O)N1C2=NC3=C(C(=O)OC(C)(C)O3)C(c3ccc(Cl)cc3)N2NC1(C)c1ccccc1O (stereo unspecified),50,87,82,91,72,93,44,101
Fc1cccc(-c2ncc(-c3ccccc3)o2)c1,89,104,85,103,106,92,87,112
C#C[C@]1(O)CC[C@H]2[C@@H]3CC=C4c5sc(-c6cccc(Br)c6)nc5CC[C@]4(C)[C@H]3CC[C@@]21C,81,nt,80,100,69,72,55,87
O=S(=O)(NCCCNc1nccc(-c2c(-c3cccc(F)c3)nc3sccn23)n1)c1ccc(F)cc1,19,77,94,102,90,56,70,80
CCC(=O)Oc1cc2c(cc1Br)OCO2,103,113,87,120,68,98,92,93
C/C=C/C1OCC(C)([N+](=O)[O-])CO1 (stereo unspecified),112,82,115,101,99,104,88,98
COc1ccc(/C=N/NC(=O)COc2ccc(-c3nc4ccccc4c(=O)[nH]3)cc2)cc1OC,98,102,nt,102,nt,nt,95,88
Cc1cccc(-[n+]2noc(N)n2)c1,59,96,54,86,129,47,76,nt
CC1CCC(C(C)C)C(NC(=O)c2ccncc2)C1 (stereo unspecified),96,96,115,111,116,95,105,99
CCC(=O)OC(C)COc1ccccc1 (stereo unspecified),nt,94,105,108,130,97,101,109
C#CCOC(=O)[C@@H]1CCCN1CC#C,93,75,85,nt,75,78,75,95
CC(C)CCc1ccccc1O,106&102,101&120,117&102,91&101,100&92,97&106,113&103,126&96
O=[N+]([O-])c1ccc(NCCCc2ccccc2)cc1,89,122,108,120,109,88,102,114

# Exported field by field: 3 of the compounds above.
C#C[C@]1(O)CC[C@H]2[C@@H]3CC=C4c5sc(-c6cccc(Br)c6)nc5CC[C@]4(C)[C@H]3CC[C@@]21C
  T-47D = 81
  MDA-MB-468 = nt
  MDA-MB-231 = 80
  MALME-3M = 100
  HS 578T = 69
  LOX IMVI = 72
  MCF7 = 55
  BT-549 = 87

O=S(=O)(NCCCNc1nccc(-c2c(-c3cccc(F)c3)nc3sccn23)n1)c1ccc(F)cc1
  T-47D = 19
  MDA-MB-468 = 77
  MDA-MB-231 = 94
  MALME-3M = 102
  HS 578T = 90
  LOX IMVI = 56
  MCF7 = 70
  BT-549 = 80

CCC(=O)Oc1cc2c(cc1Br)OCO2
  T-47D = 103
  MDA-MB-468 = 113
  MDA-MB-231 = 87
  MALME-3M = 120
  HS 578T = 68
  LOX IMVI = 98
  MCF7 = 92
  BT-549 = 93
